# FEN1 inh: human FEN1 inhibition. P39748. Recombinant FEN1 flap cleavage, fluorescence, 15 min. Potency, µM (highest dose often 114 µM), for inactives: at the top dose activity change, negative = inhibition, actives largely listed as inhibitors. hit rate 0.35% among 390,000. AID 588795; active = well fitted inhibition curve with a large enough effect; inconclusive = small, poorly fitted or top-dose-only effect; inactive = no such curve, though single readings can be large or run the other way; note: nearly all actives have a fitted effect of over 65% in size
# Target sequence (P39748 whole entry, looked up): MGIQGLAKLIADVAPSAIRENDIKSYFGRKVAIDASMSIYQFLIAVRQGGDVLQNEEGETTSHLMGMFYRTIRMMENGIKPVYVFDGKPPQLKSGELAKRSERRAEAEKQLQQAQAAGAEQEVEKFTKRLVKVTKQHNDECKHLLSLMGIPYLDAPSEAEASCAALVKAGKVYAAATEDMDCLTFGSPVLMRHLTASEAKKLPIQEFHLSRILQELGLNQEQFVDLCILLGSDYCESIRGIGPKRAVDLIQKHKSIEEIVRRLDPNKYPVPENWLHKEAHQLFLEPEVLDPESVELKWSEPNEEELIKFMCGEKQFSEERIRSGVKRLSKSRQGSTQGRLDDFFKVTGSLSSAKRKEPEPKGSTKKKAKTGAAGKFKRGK
#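 Nuclease activity of 10 nM FEN1 was measured after 15 min of room-temperature exposure to titrated compounds, by adding 50 nM flap substrate and reading plates at 0 and 15 min.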
# * marks the source's active call; other numbers are inactive results; ? = inconclusive; & = joins results of further samples. % is set by controls: 0 for no effect and ±100 for the full control effect; potency is the fitted concentration of half-maximal effect.
SMILES,FEN1 inh
COC(=O)C1OC1c1cc([N+](=O)[O-])ccc1OC (stereo not given),1%
Oc1ccc(-c2nc3ccccc3nc2-c2ccc(O)cc2O)c(O)c1,-13%
CN(C(=O)c1cccc(NC(=O)Cc2ccc(NC(=O)C3CCN(C(=O)c4ccccc4)CC3)cc2)c1)C1CC1,9%
COc1ccc(NC(=O)c2ccc3ccccc3c2OC)cc1,2%
CCc1ccc2oc(-c3cc(NC(=O)COc4ccc(C)cc4)ccc3O)nc2c1,11%
CC(C)(C)n1ncc2c(=O)n(Cc3ccccc3SC(F)(F)F)cnc21,-26%
CC(C)(C)C(=O)C(C(c1ccccc1)N1CCOCC1)N1CCOCC1 (stereo not given),2%
Nc1ncnc2c1CN(Cc1ccccc1)CC2,-2%
O=C(Cc1ccccc1[N+](=O)[O-])NCC1(c2cccc3c2OCO3)OCCO1,0%
CCOC(=O)C(C#N)(Cc1cc(OC)cc(OC)c1)Cc1cc(OC)cc(OC)c1,-18%
COC(C[C@H](O)C[C@H](O)[C@@H](C)OCc1ccccc1)OC,0%
COc1cccc(NC(=O)NCc2ccccc2Cl)c1,0%
C[C@H](O)[C@@H]1C(=O)N2CCc3ccc(N4CCOCC4)cc3[C@@H]2C[C@@H]1N(C)S(=O)(=O)c1ccccc1,-12%
Clc1cc(Cl)c2nc(N3CCCC3)sc2c1,-17%
CCOC(=O)c1ccc(N2Cc3ccccc3C2=NC(=O)c2cccc([N+](=O)[O-])c2)cc1,-7%
O=S(=O)(NCCCCNS(=O)(=O)c1ccc(F)cc1)c1ccc(F)cc1,-3%
CC1(C)C2CC[C@]3(C)C(CC=C4[C@@H]5C[C@@](C)(CO)[C@@H]6C[C@@]5(CC[C@]43C)C(=O)O6)[C@@]2(C)CC[C@@H]1O (stereo not given in full),-3%
Nc1ccc2ccccc2c1N=Nc1ccccc1,?
CC(C)=CCc1c(O)cc2c(c1O)C(=O)CC(c1ccccc1)O2 (stereo not given),-15%
O=C(c1cnn2c1NC(=C1CC1)C=C2C(F)F)N1CCc2ccccc2C1,6%

# 2 entries picked at random from the list so far:
SMILES,FEN1 inh
COC(=O)C1OC1c1cc([N+](=O)[O-])ccc1OC (stereo not given),1%
Oc1ccc(-c2nc3ccccc3nc2-c2ccc(O)cc2O)c(O)c1,-13%

# The listing picks up, repeating the 5 entries before the break.
SMILES,FEN1 inh
O=S(=O)(NCCCCNS(=O)(=O)c1ccc(F)cc1)c1ccc(F)cc1,-3%
CC1(C)C2CC[C@]3(C)C(CC=C4[C@@H]5C[C@@](C)(CO)[C@@H]6C[C@@]5(CC[C@]43C)C(=O)O6)[C@@]2(C)CC[C@@H]1O (stereo not given in full),-3%
Nc1ccc2ccccc2c1N=Nc1ccccc1,?
CC(C)=CCc1c(O)cc2c(c1O)C(=O)CC(c1ccccc1)O2 (stereo not given),-15%
O=C(c1cnn2c1NC(=C1CC1)C=C2C(F)F)N1CCc2ccccc2C1,6%
CN(N=O)c1ccc(/C=C/c2ccnc3ccccc23)cc1,-4%
COC(=O)c1ccc(NC(=O)c2nc(S(=O)(=O)Cc3ccccc3F)ncc2Cl)cc1,-8%
Cc1cc(C)nc(NC(N)=NCCc2ccccc2)n1,-33%
CC(C)C(C)(C#N)NC(=O)COC(=O)C1CCN(S(=O)(=O)c2ccc3c(c2)OCCO3)CC1 (stereo not given),-11%
COc1cccc(C(c2cccc(OC)c2)c2ccccc2C(=O)O)c1,-1%
CCCCCCCCCCCCCCCC(O)C[N+](C)(C)CCO (stereo not given),?
COc1cc2c(NC3CCN(C)CC3)nc(N3CCCN(C)CC3)nc2cc1OCCCC(C)C,?
CCOc1ccc(OCCC(=O)OCC(=O)Nc2cccc(S(=O)(=O)N3CCCCC3)c2)cc1,-2%
COc1ccc(S(=O)(=O)N2CCCCC2)cc1NC(=O)CCc1cc(OC)c(OC)c(OC)c1,-1%
C(=NOCCc1ccccc1)c1ccncc1,-3%
COc1ccc(/C=C/C(=O)NCCCNC(=O)/C=C/c2ccc(OC)c(OC)c2)cc1OC,-5%
Cc1ccc(NC2(C#N)CCCC2)cc1,9%
Cc1ccc2ccc3cccnc3c2n1,5%
Cn1c(=O)c2[nH]c(NN=Cc3cccc(Br)c3)nc2n(C)c1=O,?
CCN1C[C@@H]2[C@@H]3C(=O)N(C)C(=O)[C@@H]3[C@](Cc3ccccc3)(C1=O)N2C(=O)c1ccc(C)cc1,-1%
O=C(NC1CCCCC1)c1cnn2c1NC(=C1CC1)C=C2C(F)F,-3%
Cn1c(=O)c2[nH]c(CCCC(=O)O)nc2n(Cc2ccccc2)c1=S,-1%
CC(=O)Nc1ccccc1Nc1nc(NCCO)nc(N2CCCC2)n1,2%
O=c1[nH]cc(NCc2ccccc2)c(=O)[nH]1,-3%
CC(=O)Nc1ccc(C=NNc2ccc([N+](=O)[O-])cn2)cc1,-6%

# A different layout for part of the listing above.
SMILES | FEN1 inh
O=C(NC1CCCCC1)c1cnn2c1NC(=C1CC1)C=C2C(F)F | -3%
Cn1c(=O)c2[nH]c(CCCC(=O)O)nc2n(Cc2ccccc2)c1=S | -1%
CC(=O)Nc1ccccc1Nc1nc(NCCO)nc(N2CCCC2)n1 | 2%
O=c1[nH]cc(NCc2ccccc2)c(=O)[nH]1 | -3%
CC(=O)Nc1ccc(C=NNc2ccc([N+](=O)[O-])cn2)cc1 | -6%

# The list goes on:
SMILES,FEN1 inh
O=C(CCSCCC(=O)NN=Cc1cccc(Cl)c1)NN=Cc1cccc(Cl)c1,-3%
Cc1ccc(S(=O)(=O)N2CCC(c3nc(-c4cccs4)nc4ccccc34)CC2)cc1,-16%
O=C1CSC(=S)N1N=Cc1ccc(Cl)s1,-23%
O=C(NCc1ccc2c(c1)OCO2)c1ccc2c(c1)S(=O)(=O)c1ccccc1C2=O,10%
Nc1ncnc2c1[nH]c(=S)n2C1OC(CO)C(O)C1O (stereo not given),-12%
CC(=O)c1cc2c(=O)c3ccccc3oc2nc1C,-4%
CCCCc1ccc(CC(=O)NO)cc1,-9%
CN(C)c1ncnc2[nH]ncc12,5%
N#Cc1c(N)n(C2OC(CO)C(O)C2O)c2ncnc(N)c12 (stereo not given),1%
COc1cc(C)c(NC(C)C(=O)c2c(C)[nH]c3ccccc23)cc1OC (stereo not given),0%
CCOc1ccccc1C(=O)NCCNC(=O)c1ccccc1OCC,-2%
CCN1C[C@@H]2[C@@H]3C(=O)N(Cc4ccccc4)C(=O)[C@@H]3[C@](C)(C1=O)N2C(=O)c1ccc(C(F)(F)F)cc1,18%
CN(C)c1ccc(C=NNC(=O)c2cccnc2)cc1,-6%
CN(C)c1ccc(/C=C/c2ccnc3ccccc23)cc1[N+](=O)[O-],9%
Oc1c(C(Nc2ccccn2)c2ccccc2)ccc2cccnc12 (stereo not given),-7%
Cc1nc(SCC(=O)Nc2c(C)n(C)n(-c3ccccc3)c2=O)[nH]c(=O)c1C,-3%
NC1CCc2ccccc21 (stereo not given),-4%
CN(CCc1ccccc1)C(=O)c1ccc(NC(=O)Cc2ccc(NC(=O)C3CCCN(C(=O)C4CCC4)C3)cc2)cc1 (stereo not given),-20%
O=C(NCCc1ccccc1)[C@@H]1CC=C[C@@H]2CCN(C3CCCCC3)C(=O)[C@@H]21,0%&15%
CC(C)(C)NS(=O)(=O)c1cccc2nsnc12,-1%
O=C(OCCc1ccccn1)c1cccc([N+](=O)[O-])c1,1%
O=C(Nc1c(Cl)cc([N+](=O)[O-])cc1Cl)c1cc(Cl)cc(Cl)c1O,-1%
O=C1C(=O)c2c(ccc3ccccc23)-c2ccccc21,-18%
CCC(c1ccc(O)c(O)c1)C(CC)c1ccc(O)c(O)c1 (stereo not given),?
Cc1ccc(S(=O)(=O)N(C)c2ccc(OCC(=O)Nc3cc(C(=O)O)ccc3Cl)cc2)cc1,-5%
CCOC(=O)c1[nH]c(=S)n(Cc2ccccc2)c1C(=O)OCC,5%
O=C(O)c1ccc(N2C(=O)CSC2=S)cc1,-3%
COc1ccc(CCNC(=O)COc2cc(C)cc3oc(=O)c(C)c(C)c23)cc1OC,-7%
COc1ccc(/C=C/c2nnc(NC(=O)COc3ccc(Cl)cc3)s2)cc1,1%
COC(C[C@H]1O[C@H]1C(=O)[C@@H](C)OCc1ccccc1)OC,20%
Nc1nc2ccc(Cl)cc2o1,-1%
O=C(COc1ccccc1C(=O)Nc1ccccc1)Nc1cccc(Br)c1,-23%
O=S(=O)(Nc1c(Br)cc(Br)c2cccnc12)C1CCCCC1,1%
COc1ccc2[nH]c(C)c(C(=O)CN(C)CC(OC)OC)c2c1,9%
CCCCCCCCC(=O)O,3%
CSc1nc(=O)[nH]c2nc[nH]c12,3%
COc1ccc([N+](=O)[O-])c(O)c1C(C)=O,-10%
CCCN1CNc2c(c(=O)[nH]c(=S)n2CCc2cccc(Cl)c2)C1,16%
NC(=O)C1(NC2CCCCC2)CCN(Cc2ccccc2)CC1,1%
CC1C(C)N(C(=O)CCCl)c2ccccc2N1C(=O)CCCl (stereo not given),-15%
CS(=O)(=O)N1CCN(c2ccccc2NC(=S)NC(=O)c2ccco2)CC1,-7%
O=C(COC(=O)CNC(=O)C1CCCCC1)NC1CCCC1,-2%
O=C1NCCN(CC2CCN(CCC3CCCC3)CC2)C1=O,-10%
Cc1cccc(S(=O)C(c2ccccc2)c2ccccc2)c1 (stereo not given),-4%
Cc1ccc(-n2nnnc2-c2cccs2)cc1[N+](=O)[O-],20%
Cc1nnc2c3ccccc3c(-c3ccccc3)nn12,-5%
Nc1cc(N)c2c(c1)C(=O)c1ccccc1-2,-11%
CCOc1ccc(/C=C(\C#N)C(=O)NC2CC2)c(OCC)c1,-10%
Cc1noc(C)c1COc1ccccc1C(=O)NC(C)CCc1ccccc1 (stereo not given),-4%
C(=Nc1cccnc1)c1ccc2ccccc2n1,-4%
COc1ccc(N(CC(=O)NCc2cccnc2)S(=O)(=O)c2ccccc2)c(OC)c1,-15%
COc1cccc(NC(=S)N2CCC(C(=O)c3ccc(F)cc3)CC2)c1,4%
COc1ccc(C(=O)NNC(=S)NC(=O)c2ccc(Cl)cc2)cc1,-3%
COC(=O)C[C@H]1c2cc(C(F)(F)F)ccc2S(=O)(=O)N1Cc1ccccc1OC,-21%&-13%
CCN(CC)c1ccc(C(=C2C=CC(=[N+](CC)CC)C=C2)c2ccc(S(=O)(=O)O)cc2S(=O)(=O)[O-])cc1,?
COC1=CC(=O)C=C(OC)C1(O)CC(C)=O,-3%
CCc1cc(C(=O)/C=C/c2cc3c(cc2C)OCCO3)c(O)cc1O,3%
Cc1cc(C)c2c(n1)nn1c(NCCCN3CCOCC3)cc(C)nc21,4%
COc1cc(-c2nnc3sc(-c4ccncc4)nn23)cc(OC)c1OC,-28%
Cc1cc(Oc2cccc3c2S(=O)(=O)N(C2CCCC2)CC(COCc2ccccc2)O3)cc(C)c1C (stereo not given),-20%

# (cont.)
SMILES,FEN1 inh
CCOc1ccc(CCN2C(=O)C(=O)N([C@@H](CC(C)C)CN3CCC[C@@H]3CN3C(=O)C(=O)NC[C@@H]3Cc3ccccc3)C[C@@H]2CC(C)C)cc1,2%
COc1cc(N(C)C)c(OC)cc1C=C1C=CC=C1,-26%
[O-]C1=N[N+](=C(c2ccccc2)c2ccccc2)C1,2%
CN(C)c1ccc(/C=C/c2c3ccccc3cc[n+]2[O-])cc1,-2%
CCC1([N+](=O)[O-])COC(c2ccc(C)cc2)OC1 (stereo not given),12%
CN(C)Cc1cc(C(F)(F)F)ccc1C(O)(c1ccccc1)c1ccccc1,-15%
O=C1C=CC(=O)c2c(O)c(N3CCN(CCOCCO)CC3)c(Br)c(O)c21,32µM*
CC(=O)c1cc(C#N)c(Oc2ccc(Cl)cc2Cl)nc1C,1%
COC(=O)C1CCN(C(=O)C2CC(=O)N(c3ccc(C)c(Cl)c3)C2)CC1 (stereo not given),13%
NC(=O)C1(N2CCCCC2)CCN(S(=O)(=O)c2ccccc2)CC1,7%
CN(C)CCOC1c2ccccc2CCc2ccc3ccccc3c21 (stereo not given),-3%
Cc1cc(N2C(=O)C(=O)/C(=C(/O)c3ccccc3)C2c2cccc(Br)c2)no1 (stereo not given),3%
O=C(O)c1ccccc1-c1ncc(-c2ccccc2)o1,-11%
CN(C(=O)c1cccc(NC(=O)Cc2cccc(NC(=O)C3CCCN(C(=O)C4CCC4)C3)c2)c1)C1CCC1 (stereo not given),19%
Cc1cccc(OCCCCN2CCNCC2)c1,-4%
CC[C@]12C(=O)N(C)C[C@H]([C@@H]3C(=O)N(Cc4ccccc4)C(=O)[C@@H]31)N2C(=O)c1ccccc1,12%
CCOC(=O)c1ccc(NC(=O)C2(N3C(=O)c4ccccc4C3=O)CCCC2)cc1,-5%
S=c1[nH]nc(COc2ccccc2)n1-c1ccc(Cl)cc1,10%
C=CC(=O)Nc1cccc(Nc2nc(N[C@H]3CC[C@H](N(C)C)CC3)nc3c2ncn3C(C)C)c1,50µM*
O=C(Nc1cc(S(=O)(=O)N2CCOCC2)ccc1N1CCCC1)c1ccccc1C(F)(F)F,15%
O=C(NCC1CCCO1)C(=O)N/N=C/c1ccc(OCc2ccccc2Cl)cc1 (stereo not given),-1%
Cc1cnc(/C=C/c2ccc(N(C)C)cc2)cn1,?
CCCCN(CCCC)c1ccc(/C=C/c2ccnc3ccccc23)cc1,0%
Cc1nnc(NC(=O)C2CCN(C(=O)c3ccsc3)CC2)s1,0%

# Source: PubChem BioAssay (National Center for Advancing Translational Sciences (NCATS))

# An excerpt; rates above refer to the full screens.
